# Screening data deposited in PubChem BioAssay by Sanford-Burnham Center for Chemical Genomics.
# ER stress surv = ER stress cell death inhibition | relative survival (cellular ATP), % at 15 µg/mL (by protocol) | hit rate 0.33% among 48,000 | CSM14.1 thapsigargin ER stress survival, ATP luminescence | AID 1010;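 active = survival measured by cellular ATP above 50% at 15 µg/ml in the first screen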;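 note: cell death triggered by about 15 µM thapsigargin; ATP read 24 h after thapsigargin was added; plate controls were thapsigargin with DMSO for no effect and DMSO without thapsigargin for full effect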
# * marks the source's active call; other numbers are inactive results.
SMILES,ER stress surv
Cc1no[n+]([O-])c1COc1ccc(/C=N/n2nnnc2N)cc1,-10
O=C(/C=C/c1ccc([N+](=O)[O-])cc1)NCCSCc1ccccc1Cl,2
COc1ccc(-c2noc(COc3cccc(C)c3)n2)cc1OC,-6
Cc1nn(Cc2ccccc2)c(=O)n(Cc2ccccc2)c1=O,1
O=C(CSc1nnc(-c2cccs2)n1-c1ccccc1)c1ccc(Cl)cc1,3
CCCOc1ccccc1N/C(=N/S(=O)(=O)c1ccc(C)cc1)Nc1nc(C)cc(C)n1,4
Cc1c(NC(=O)C23CC4CC(CC(C4)C2)C3)c(=O)n(-c2ccccc2)n1C,11
COc1cc(/C=N/N2C(=O)C3C4C=CC(CC4)C3C2=O)cc(I)c1O (stereo unspecified),7
COC(=O)c1cc(NC(=O)Cc2ccc(Br)cc2)cc(C(=O)OC)c1,7
N#Cc1c(C(F)(F)F)cc(-c2cccs2)nc1SCC(=O)Nc1ccc(S(N)(=O)=O)cc1,4
COc1c(Cl)ccc(Cl)c1C(=O)Nc1ccc(I)cc1,-3
CCOc1ccc(NC(=O)CN(c2ccc(OC)cc2OC)S(=O)(=O)c2ccc(C)cc2)cc1,4
CCOc1cc(/C=C2/SC(=S)N(c3ccccc3)C2=O)ccc1OS(=O)(=O)c1ccccc1,2
CCOc1ccc(C(=O)Nc2cccc(OC)c2)cc1Cl,0
CCOC(=O)CC1(c2ccccc2)SC(NC(C)=O)=NN1C(C)=O (stereo unspecified),0
C/C(=N\NC(=O)c1ccc(Cl)cc1O)c1ccc(Cl)cc1,5
COC(=O)CN1C(=O)c2cccc3cccc(c23)C1=O,-4
CCOC(=O)c1c(-c2ccc(Cl)cc2)csc1NC(=O)COc1ccccc1OC,-2
COc1ccccc1NC(=O)/C(=C\c1cccs1)NC(=O)c1ccc(C(C)(C)C)cc1,-4
O=CN1CCN(C(=O)c2ccc(F)cc2)CC1,-2
COc1ccc(O)c(CN2CCN(Cc3ccc(SC)cc3)CC2)c1,-2
COc1ccc(Br)cc1C(=O)N1CCN(c2ccc([N+](=O)[O-])cc2Cl)CC1,3
O=[N+]([O-])c1ccc(CSc2cccc3cccnc23)cc1,-7
O=C(Nc1cc(C(F)(F)F)ccc1Cl)C1COc2ccccc2O1 (stereo unspecified),2
CCOc1cc2c(C(=O)OC)c(C)oc2cc1Br,-2
O=C1C(=O)N(CCc2ccccc2)C2C=CC=CC12 (stereo unspecified),-2
Cc1c(C(=O)Nc2ccc(NC(=O)c3ccc(C(C)(C)C)cc3)cc2)cccc1[N+](=O)[O-],0
O=C(Nc1ccc(Cl)cc1Cl)c1nn2c(c1Cl)NC(c1ccc(Cl)cc1)CC2C(F)(F)F (stereo unspecified),-3
CC(=O)NN=C1CC(C)(C)NC(C)(C)C1,2
O=C(O)c1cccc(-c2ccc(/C=N/N3C(=O)C4C(C3=O)C3C=CC4C34CC4)o2)c1 (stereo unspecified),12
COc1cc(/C=C2/C(=O)NC(=O)N(c3cccc(C)c3)C2=O)ccc1OCC(=O)O,7
N#Cc1c(N)nc2c(c1-c1ccco1)CCCCC2,-5
COc1cc(C(=O)NC(NC(=S)Nc2ccc(Cl)cc2)C(Cl)(Cl)Cl)cc(OC)c1OC (stereo unspecified),-4
COc1ccc(C(=O)CSc2nnc(SCC(=O)c3ccc(OC)cc3)n2-c2ccccc2)cc1,3
OC(CN1CCNCC1)Cn1c2ccccc2c2ccccc21 (stereo unspecified),-5
COc1cc(/C=N/n2nnnc2N)cc(I)c1O,5
CN1C(=O)C(c2c[nH]c3ccccc23)(c2c[nH]c3ccccc23)c2ccccc21,-1
O=C(c1ccc(F)c(F)c1)N1CCN(c2cc(N3CCOCC3)c(F)cc2[N+](=O)[O-])CC1,3
CCCOc1ccc(-c2ccc(-c3noc(CC)n3)cc2)cc1,3
CCc1cc2c(=O)c(-c3nc4ccccc4[nH]3)coc2c(CN(CC)CC)c1O,0
Cc1ccc(N/C(N)=N\c2nc(C)cc(C)n2)c(C)c1,-5
Oc1cc(N=C/C=C/c2ccc(Cl)cc2)ccc1-c1nc2ccccc2o1,11
CCC(=O)c1ccc(N2CCC(C)CC2)c(F)c1,-3
COc1ccc(CCNC(=O)C2CCCC2)cc1OC,5
CCOc1ccc(N(Cc2ccc(C(=O)NC(C)CC)cc2)S(=O)(=O)c2ccc(C)cc2)cc1 (stereo unspecified),6
O=C(CSc1nc2ccc([N+](=O)[O-])cc2s1)NCc1ccccc1,-2
COc1ccc(/C=C/C(=O)Nc2c(C)ccc3nsnc23)cc1,5
COc1cccc(NC(=O)COc2ccc(C(C)(C)c3ccccc3)cc2)c1,37
NC(=S)N/N=C/c1c[nH]c2ccccc12,2
COc1ccc(CNC(=O)N2CCOCC2)cc1,0
CC(C)CN1C(=O)c2ccc(C(=O)NN3C(=O)c4ccccc4C3=O)cc2C1=O,11
Cc1cc(Cl)ccc1OCCCC(=O)Nc1nc2ccc(S(C)(=O)=O)cc2s1,-1
O=C(c1ccncc1)N1CCN(C(c2ccccc2)c2ccccc2)CC1,10
O=C(CSc1nc2ccc(N3C(=O)c4ccccc4C3=O)cc2s1)NCCOc1ccc(Cl)cc1,5
CCOC(=O)C1=C(C)NC(C)=C(C(=O)OCC)C1c1ccc(F)cc1,6
CCOC(=O)c1c(C)nc2n(CCN3CCOCC3)c3ccccc3n12,7
O=S(=O)(Nc1ccc(-c2nc3ccccc3o2)cc1)c1ccccc1,3
O=C(CC1Nc2ccccc2NC1=O)NCc1ccccc1 (stereo unspecified),7
O=C(Nc1cccc(Cl)c1)Nc1ccc(Br)cn1,4
O=[N+]([O-])c1cccc(Cl)c1C1NN=C(Cc2ccccc2)S1 (stereo unspecified),8

# Part of the list above in order of molar mass, lowest first:
SMILES,ER stress surv
O=C(CC1Nc2ccccc2NC1=O)NCc1ccccc1 (stereo unspecified),7
CCOC(=O)C1=C(C)NC(C)=C(C(=O)OCC)C1c1ccc(F)cc1,6
O=S(=O)(Nc1ccc(-c2nc3ccccc3o2)cc1)c1ccccc1,3

# Next part.
SMILES,ER stress surv
CC1(C)CC(=O)C(N=Nc2cc(C(N)=O)c(Cl)cc2Cl)=C(O)C1,2
C=CCc1cccc(/C=N/NC(=O)CSc2nnc(-c3ccccc3)n2-c2ccccc2)c1O,10
Cc1onc(-c2ccccc2Cl)c1C(=O)Nc1ccc2c(c1)OCO2,11
Nc1cn(C2OC(CO)C(O)C(O)C2O)c(=O)[nH]c1=O (stereo unspecified),7
CC1CCCN(C(=O)c2sc3cc([N+](=O)[O-])ccc3c2Cl)C1 (stereo unspecified),7
COc1cc(/C=C2/SC(=S)N(CCC(=O)Nc3ccccc3C(=O)O)C2=O)cc(OC)c1OC,11
CCOc1ccc(C(=O)Nc2nnc(CC)s2)cc1[N+](=O)[O-],0
O=C1C(=O)N(c2cccc(Br)c2)C(c2ccc([N+](=O)[O-])cc2)/C1=C(/O)c1ccccc1 (stereo unspecified),8
COc1ccccc1OCCNc1nc2c(c(=O)n(C)c(=O)n2C)n1C,1
Cc1ccccc1C(=O)NN1C(=O)/C(=C/c2cccc(OCc3ccccc3)c2)SC1=S,11
C/C(=N\Nc1ncc(Br)cn1)c1cccc([N+](=O)[O-])c1,9
COc1ccc(/C=C2\SC(=O)N(c3c(C)n(C)n(-c4ccccc4)c3=O)C2=O)cc1OC,9
O=C(Nc1ccc2oc(-c3cccc4c(Br)cccc34)nc2c1)c1ccccc1[N+](=O)[O-],5
O=C1CC(N=Cc2cccc(O)c2)=NN1c1ccccc1,2
COc1ccccc1N1C(=O)C2C3C=CC(CC3)C2C1=O (stereo unspecified),6
O=C(Nc1nccs1)C(c1ccccc1)c1ccccc1,4
c1ccc(Nc2nc(-c3ccccn3)cs2)cc1,-4
Cc1ccccc1C(=O)Nc1ccc(-c2cnc(-c3ccc(NC(=O)c4ccccc4C)cc3)nc2)cc1,-3
COc1ccc(C)cc1NC(=O)COc1ccc(Br)cc1C,6
CC1CCN(c2cc(N3CCN(C(=O)c4ccccc4F)CC3)c([N+](=O)[O-])cc2F)CC1,-3
Cc1csc(NC(=O)C2CCCCC2C(=O)O)n1 (stereo unspecified),11
O=C(Nc1cccc(-c2cn3ccccc3n2)c1)c1cccnc1,-1
O=C(O)CCCCCN1C(=O)C(=O)/C(=C(/O)c2ccccc2)C1c1ccccc1[N+](=O)[O-] (stereo unspecified),-1
CCOc1cc(/C=C2/SC(=S)N(c3ccccc3)C2=O)ccc1OC(=O)c1ccco1,3

# Some of these compounds in order of length of the SMILES, lowest first.
SMILES,ER stress surv
c1ccc(Nc2nc(-c3ccccn3)cs2)cc1,-4
Cc1csc(NC(=O)C2CCCCC2C(=O)O)n1 (stereo unspecified),11
O=C(Nc1nccs1)C(c1ccccc1)c1ccccc1,4
O=C1CC(N=Cc2cccc(O)c2)=NN1c1ccccc1,2
COc1ccccc1N1C(=O)C2C3C=CC(CC3)C2C1=O (stereo unspecified),6
O=C(Nc1cccc(-c2cn3ccccc3n2)c1)c1cccnc1,-1
Nc1cn(C2OC(CO)C(O)C(O)C2O)c(=O)[nH]c1=O (stereo unspecified),7
Cc1onc(-c2ccccc2Cl)c1C(=O)Nc1ccc2c(c1)OCO2,11
O=[N+]([O-])c1cccc(Cl)c1C1NN=C(Cc2ccccc2)S1 (stereo unspecified),8
CC1CCCN(C(=O)c2sc3cc([N+](=O)[O-])ccc3c2Cl)C1 (stereo unspecified),7
CC1(C)CC(=O)C(N=Nc2cc(C(N)=O)c(Cl)cc2Cl)=C(O)C1,2
CCOc1cc(/C=C2/SC(=S)N(c3ccccc3)C2=O)ccc1OC(=O)c1ccco1,3
Cc1ccccc1C(=O)NN1C(=O)/C(=C/c2cccc(OCc3ccccc3)c2)SC1=S,11
C=CCc1cccc(/C=N/NC(=O)CSc2nnc(-c3ccccc3)n2-c2ccccc2)c1O,10
COc1cc(/C=C2/SC(=S)N(CCC(=O)Nc3ccccc3C(=O)O)C2=O)cc(OC)c1OC,11
O=C(Nc1ccc2oc(-c3cccc4c(Br)cccc34)nc2c1)c1ccccc1[N+](=O)[O-],5
Cc1ccccc1C(=O)Nc1ccc(-c2cnc(-c3ccc(NC(=O)c4ccccc4C)cc3)nc2)cc1,-3
O=C(O)CCCCCN1C(=O)C(=O)/C(=C(/O)c2ccccc2)C1c1ccccc1[N+](=O)[O-] (stereo unspecified),-1
O=C1C(=O)N(c2cccc(Br)c2)C(c2ccc([N+](=O)[O-])cc2)/C1=C(/O)c1ccccc1 (stereo unspecified),8

# (further entries)
SMILES,ER stress surv
COc1cc2ccccc2cc1C(=O)Nc1cccc2ccccc12,2
CCOc1ccc(CNCc2ccccc2OC)cc1,-6
Cc1cc(OCC(=O)Nc2ccc(Cc3ccncc3)cc2)ccc1Cl,31
O=[N+]([O-])c1ccc(N/C(=N/S(=O)(=O)c2ccc(Cl)cc2)c2ccccc2)cc1,0
C=CCn1c(SCC(=O)N2CCOCC2)nc2sc(C)c(C)c2c1=O,0
COC(=O)COc1ccc(/C=C2\C(=O)NC(=O)N(c3cc(C)cc(C)c3)C2=O)cc1OC,4
Cc1ccc(N=Cc2ccc(C#N)cc2)cc1F,9
Cc1ccc(C2OC3(C(=O)c4ccccc4C3=O)C(c3ccc(Br)cc3)C23C(=O)c2ccccc2C3=O)cc1 (stereo unspecified),4
O=[N+]([O-])c1ccc(Sc2c(-c3ccccc3)nc3ccccn23)cc1,11
O=C(Nc1ccc(S(=O)(=O)N2CCOCC2)cc1)c1ccc(Cl)cc1,13
COCCOC(=O)c1c(C)oc2ccc(OCc3c(F)cccc3Cl)cc12,3
CCCCOc1ccc(-c2nc(Cc3ccccc3)no2)cc1,13
Cc1cc(C)nc(SCC(=O)Nc2ccc(F)cc2)n1,5
O=C1CC(c2ccccc2)CC2=C1C(c1ccc(Br)cc1)Nc1ccccc1N2 (stereo unspecified),12
O=C(CN(c1ccc(Br)cc1)S(=O)(=O)c1ccccc1)Nc1cccc2cccnc12,8
CCCC(Nc1ccccn1)n1nnc2ccccc21 (stereo unspecified),-1
O=C(NC(=S)N1CCOCC1)c1ccc(Cl)cc1Cl,-9
COc1cccc(C(=O)Nc2sc(C)c(C)c2C(N)=O)c1,3
CC(C)c1ccccc1NS(=O)(=O)c1ccccc1[N+](=O)[O-],-2
CCC(C(=O)NCc1ccc(F)cc1)c1ccccc1 (stereo unspecified),-1
CCOc1cccc(=O)c2c(C)n(-c3ccc(C)cc3)c(C)c12,3
CCC1=NN(C(=O)c2cccc(C)c2O)C(O)(c2ccc(Br)cc2)C1 (stereo unspecified),18

# Some of the compounds tested; rates above refer to the full screens.
